# Assay outcomes as filed in PubChem.
# EPAC2 antag = blocks human EPAC2 exchange factor | Q8WZA2 | EPAC2 GEF exchange of Rap1B-BODIPY-GDP, fluorescence | Potency, µM (titrated, usually from 114 µM), without a hit: top-dose activity, negative = inhibition, hits mostly inhibitors | 360,000 compounds, 0.18% hits | AID 720708; also: % is scaled to controls: 0 for no effect and ±100 for the full control effect; nearly all actives have a fitted effect of over 45% in size; many of its hits are not listed in these tables
# Target sequence (Q8WZA2 whole entry, looked up): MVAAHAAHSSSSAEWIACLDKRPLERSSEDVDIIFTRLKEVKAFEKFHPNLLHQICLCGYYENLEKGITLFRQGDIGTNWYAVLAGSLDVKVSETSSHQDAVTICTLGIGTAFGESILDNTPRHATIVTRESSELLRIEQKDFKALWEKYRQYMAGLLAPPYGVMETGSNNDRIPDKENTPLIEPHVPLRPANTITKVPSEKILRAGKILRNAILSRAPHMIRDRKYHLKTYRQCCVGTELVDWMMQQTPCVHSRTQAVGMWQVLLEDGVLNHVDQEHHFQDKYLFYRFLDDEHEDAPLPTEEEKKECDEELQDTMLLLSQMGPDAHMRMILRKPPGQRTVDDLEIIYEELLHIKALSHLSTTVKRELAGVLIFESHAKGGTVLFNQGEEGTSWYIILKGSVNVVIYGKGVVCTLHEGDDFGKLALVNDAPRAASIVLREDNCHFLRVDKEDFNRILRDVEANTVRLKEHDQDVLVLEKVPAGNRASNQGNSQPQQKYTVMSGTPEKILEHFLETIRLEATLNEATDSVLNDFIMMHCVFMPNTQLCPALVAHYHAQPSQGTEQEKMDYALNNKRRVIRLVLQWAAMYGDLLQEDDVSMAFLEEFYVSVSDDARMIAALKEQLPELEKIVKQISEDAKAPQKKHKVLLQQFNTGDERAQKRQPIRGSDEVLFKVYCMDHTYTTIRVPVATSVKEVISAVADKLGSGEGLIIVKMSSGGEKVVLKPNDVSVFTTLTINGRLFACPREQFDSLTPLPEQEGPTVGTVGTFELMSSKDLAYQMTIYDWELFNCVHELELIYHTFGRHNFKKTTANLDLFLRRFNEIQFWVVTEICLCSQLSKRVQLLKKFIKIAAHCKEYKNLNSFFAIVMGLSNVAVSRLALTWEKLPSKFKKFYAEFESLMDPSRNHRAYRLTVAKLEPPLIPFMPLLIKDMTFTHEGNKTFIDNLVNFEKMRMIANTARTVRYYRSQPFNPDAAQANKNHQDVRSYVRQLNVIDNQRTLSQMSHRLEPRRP
# TGFb inhibitor = inhibitors of TGF-b signaling. HepG2 CAGA-GFP TGF-b/SMAD3 reporter, GFP fluorescence, 18 h; TGF-beta stimulated, 500 pg/mL final. 410,000 compounds, 1.2% hits. Potency, µM (highest dose often 46.1 µM), inactives show top-dose activity, negative = inhibition, usual class: inhibitors; also: % is scaled to controls: 0 for no effect and ±100 for the full control effect; nearly all actives have a fitted effect of over 65% in size
#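 First, reporter cells (HEPG2 CAGA-GFP) rested 2 h at 37 degrees C. Next, compounds were pinned in and TGF-beta added to 500 pg/mL final. After 18 h, GFP was imaged per cell and summed per well.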
# HepG2 tox = HepG2 cytotoxicity, counter-screen for TGF-b inhibitors; HepG2 CAGA-GFP viability, ATP luminescence, 18 h; Potency, µM (highest dose often 46.1 µM), for inactives: at the highest dose activity change, negative = cytotoxicity, actives largely listed as cytotoxic; 410,000 compounds, 0.76% hits; also: some results filed as inactive show a strong effect at the top dose
#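 HepG2 CAGA-GFP cells (1000/well, DMEM with 1% FBS) received compound, then TGF-beta at 500 pg/mL final, and were incubated 18 hours at 37 degrees C. Viability was read by CellTiter-Glo luminescence. Media-only wells were set as complete cell-killing and DMSO as no toxicity.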
# Nrf2 ARE act = activators of Nrf2 (ARE) signaling | 410,000 compounds, 0.31% hits | Potency, µM (doses to about 46.1 µM), without a hit: at the top dose activation, actives largely listed as activators | AID 624171 | AREc32 ARE-luciferase reporter (MCF7-derived line), luminescence, 24 h; also: % of control where 0% means no effect; nearly all actives have a fitted effect of over 65% in size
#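 Steps: seed AREc32_Fluc cells (1000/well, 5% FBS OPTI-MEM); incubate overnight at 37 deg C; add 23 nL compound; incubate 24 hr; add Steady-Glo; hold 30 min RT; read luminescence.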
# A549 tox = A549 cytotoxicity, counter-screen for Nrf2 inhibitors; A549 ARE-Fluc cells, CellTiter-Fluor viability, 18-24 h; Potency, µM (doses to about 46 µM), without a hit: at the top dose activity change, negative = cytotoxicity, usual class: inhibitors; 390,000 compounds, 0.16% hits; AID 504648; also: % is scaled to controls: 0 for no effect and ±100 for the full control effect
#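 A549 ARE_Fluc cells in 5% FBS OPTI-MEM were exposed to compounds in concentration-response for 18-24 h at 37 deg C. Viability was read by CellTiter-Fluor fluorescence (Ex 405/Em 525) after 30 min, before the luciferase read.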
# ATXN viability = reduces viability in counter-screen for ATXN expression inhibitors. S2 cells (HEK-293 line with an ATXN2-luciferase reporter) viability, CellTiter-Fluor protease fluorescence, 24 h. Potency, µM (doses to about 56.7 µM), actives largely listed as cytotoxic. 400,000 compounds, 0.49% hits. AID 651635; also: nearly all actives have a fitted effect of over 40% in size
# ATXN2 expr inh = inhibitors of ATXN2 expression; HEK-293 ATXN2-luciferase reporter, luminescence, 24 h; Potency, µM (highest dose often 57 µM), without a hit: at the highest dose activity change, negative = inhibition, most hits filed as inhibitors; 360,000 compounds, 0.72% hits; also: % is scaled to controls: 0 for no effect and ±100 for the full control effect; nearly all actives have a fitted effect of over 55% in size
#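 ATXN2-luciferase reporter cells (luciferase flanked by upstream and downstream ATXN2 gene portions) were treated 24 h at 37 °C with compounds at up to 57 uM. SteadyGlo luminescence gave expression; GF-AFC fluorescence gave viability.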
# Nrf2 block = Nrf2 pathway inhibition; A549 ARE-Fluc reporter, luciferase luminescence, 18-24 h; Potency, µM (doses to about 46 µM), for inactives: at the top dose activity change, negative = inhibition, hits mostly inhibitors; 360,000 compounds, 2.1% hits; AID 504444; also: % is scaled to controls: 0 for no effect and ±100 for the full control effect; nearly all actives have a fitted effect of over 60% in size
#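 A549 ARE_Fluc cells, 5000/well, 5% FBS OPTI-MEM; compounds in dose-response, 18-24 h at 37 °C/5% CO2; CellTiter-Fluor viability read (Ex 405/Em 525), then BugLite luciferase luminescence = Nrf2 activity.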
# MCF10A rerep = induces DNA re-replication in MCF 10a normal breast cells; AID 624296; 350,000 compounds, 2.9% hits; Potency, µM (series often up to 46.1 µM), for inactives: top-dose activity, positive = re-replication, hits mostly activators; MCF 10A DNA re-replication, Hoechst nuclear intensity, 48 h; also: % of control where 0% means no effect; nearly all actives have a fitted effect of over 50% in size
# * = called active by the depositor; i = inactive; ? = inconclusive; nt = not tested or not shown; & = joins results of further samples; ! = a repeat was not active; [ ] = remark or other dose. Calls follow the shape of the dose curve; as a rule, active = well fitted curve in the direction sought with a large enough effect; inconclusive = small, poorly fitted or top-dose-only effect, or another doubt; inactive = no such curve, though single readings can be large; an effect the other way counts as inactive or inconclusive. Potency is read from the fitted curve at half-maximal effect. Only part of the results is shown; the hit share may differ from the screen's.
SMILES | EPAC2 antag | TGFb inhibitor | HepG2 tox | Nrf2 ARE act | A549 tox | ATXN viability | ATXN2 expr inh | Nrf2 block | MCF10A rerep
O=C(NCc1nnc2c(C(F)(F)F)cc(Cl)cn12)C1CCCC1 | 0% | 3% | 4% | -0.3% | 1% | i | 9% | 8% | 1%
COc1ccccc1NC(=O)C(C)OC(=O)Cc1ccsc1 (configuration not stated) | 3% | -3% | 3% | -1.3% | -4% | i | 3% | 5% | 1%
O=C(O)C1CC(=O)N(CCc2c[nH]c3ccccc23)C1 (configuration not stated) | 10% | ? | -3% | 0.0% | -1% | i | 17% | 8% | 0%
Cc1ccc(-c2cc(Cc3ccc(N(C)C)cc3)c(=O)[nH]n2)cc1 | 0% | -1% | -38% | 5.6% | 14% | i | -12% | -8% | 25%
COc1ccc(S(=O)(=O)N2CCC(NC(=O)c3cccc(F)c3)CC2)cc1 | 5% | 0% | -1% | 0.3% | 4% | i | nt | 13% | 1%
Cc1c(Cl)cccc1NC(=S)NC(=O)CCN1C(=O)c2ccccc2C1=O | 4% | ? | -9% | -0.3% | 6% | i | 51%[activator] | 0% | -2%
O=C(CNS(=O)(=O)c1ccc(Br)s1)Nc1ccc2c(c1)OCCO2 | 4% | 1% | -3% | 0.4% | 0% | i | 6% | 11% | -1%
O=C1CCc2cc(S(=O)(=O)N3CCN(c4ccc(F)cc4)CC3)cc3c2N1CC3 | -29% | 19% | 15% | -0.3% | -1% | i | -14% | -24% | 5%
COc1ccc(N2C(=O)CC(Cc3ccccc3OC)C2=O)cc1 (configuration not stated) | 2% | 2% | 6% | 0.1% | -3% | i | 11% | 8% | 2%
CC(NC(=O)c1cc(=O)[nH]c2ccccc12)c1ccc(F)cc1F (configuration not stated) | 9% | 2% | 2% | -0.6% | 3% | i | -10% | -1% | 0%
CCCCOc1ccccc1C(=O)N(Cc1cccc(F)c1)C1CCS(=O)(=O)C1 (configuration not stated) | nt | ? | -28% | -0.8% | 1% | nt | nt | 18% | nt
CC(C)(C)c1ccc(C(O)c2ncc(-c3ccc4ccccc4c3)[nH]2)cc1 (configuration not stated) | -21% | ? | -92% | 0.1% | nt | i | -4% | nt | nt
O=[N+]([O-])c1cccc(CSc2nnc3ccccn23)c1 | -7% | -2% | -22% | 3.5% | 0% | ? | -9% | 8% | -1%
S=c1[nH]nc(Cn2cnc3ccccc32)n1-c1ccccc1Cl | 3% | 4% | -2% | 1.6% | -3% | i | 5% | 7% | -1%
CC(C)CCn1c(N2CCc3ccccc3C2)nc2c1c(=O)[nH]c(=O)n2C | -6% | -18% | -12% | 0.4% | -6% | i | -3% | 3% | 8%
CC1CCN(CCCOc2ccc(Br)cc2Cl)CC1 | 3% | 9% | 5% | 2.2% | -6% | i | -4% | 2% | 15%
CN(C(=O)CC1C(=O)NCCN1Cc1c(F)cccc1Cl)C1CCOCC1 (configuration not stated) | 4% | 0% | 13% | -0.3% | 5% | i | -13% | 3% | 3%
CC(C)Cc1nc2oc3c(NCc4cccnc4)ncnc3c2c2c1CCC2 | 2% | -6% | -8% | -0.9% | 0% | nt | nt | 1% | -1%
CCc1nc(Nc2ccc(OC)cc2OC)c2oc3ccccc3c2n1 | 0% | -20% | -29% | 0.3% | 7% | i | -30% | ? | ?
O=[N+]([O-])c1ccc(Cl)c(S(=O)(=O)NCCc2ccccn2)c1 | 4% | -12% | 2% | 6.8% | 0% | i | -6% | -6% | -5%
O=C(Cc1csc2nc(-c3ccccc3)cn12)NCc1ccc(F)cc1 | nt | -2% | 3% | 0.0% | 4% | i | 4% | nt | nt
CC(C)C(=O)NC(=S)Nc1sc2c(c1C(N)=O)CCCC2 | 1% | -23% | -25% | 0.7% | 0% | i | 43%[activator] | 16% | 1%
CCOC(=O)c1cc2sccc2n1CC(=O)N1CCN(C(=O)c2ccco2)CC1 | 7% | 13% | -9% | 0.2% | 2% | i | 9% | 0% | 2%
CN(C)c1c([N+](=O)[O-])ncn1C | 11% | 7% | 4% | 0.0% | -13% | i | -4% | 19% | 0%
COc1ccc(-c2cc(=O)oc3cc(OC(C)C(=O)NC4CC4)ccc23)cc1 (configuration not stated) | 20% | -18% | 6% | -1.1% | 1% | i | 2% | -1% | -16%
C[C@H](NC(=O)c1ccco1)C(=O)NNC(=O)c1ccc(F)cc1 | 14% | -6% | -8% | 0.9% | 0% | i | 7% | 14% | -25%
CCOC(=O)c1cnc2c(C)cc(C)cc2c1Nc1cccc(C(=O)O)c1 | nt | -1% | -17% | 2.8% | -6% | i | 14% | -22% | nt
O=C(O)c1cccc(NC(=S)N/N=C/c2ccccc2OCc2ccc(Br)cc2)c1 | ? | -23% | -22% | 4.2% | -7% | ? | 23% | 30% | 2%
Cc1ccc(NC(=O)CN2C(=O)S/C(=C/c3ccc(-c4cc(C(=O)O)ccc4C)o3)C2=O)cc1C | 14% | -1% | 6% | 0.0% | -23% | i | 0% | -20% | 5.8µM*
COC(=O)CCC(=O)Nc1cc(OC)c(OC)cc1Cc1nccc2cc(OC)c(OC)cc12 | 1% | 48%[activator] | 9% | -0.3% | 2% | i | 26% | -18% | -4%
O=C(CSc1nnc(C2CC2)n1Cc1ccccc1)NCc1ccccc1 | 5% | -2% | -12% | -0.9% | -11% | i | 2% | 16% | 0%
Cn1c(SCC(=O)Nc2ccc3c(c2)OCCO3)nnc1C(F)(F)F | 5% | 3% | 19% | 0.3% | -2% | i | -1% | -17% | -2%
CC1CC(C)CN(CC(O)COCc2ccccc2F)C1 (configuration not stated) | 7% | 0% | -13% | 1.7% | 4% | i | -1% | 15% | -2%
CCN1CCN(Cc2ccc(NC(=O)c3cc(NC(=O)c4cncc(-c5ccc(C#N)cc5)c4)cc(OC)c3)cc2C(F)(F)F)CC1 | 30%&36% | 5.6µM* | 2µM*! | -5.6%&5.0% | -3% | 16µM* | 25µM*! | -6% | 10µM*
CC(=O)c1ccc(NC(=O)Cn2cnc3nc4c(cc3c2=O)CC(C)CC4)cc1 (configuration not stated) | nt | 5% | 6% | 0.2% | -3% | ? | 17% | nt | nt
COC(=O)C(NNc1ccc(F)cc1)(NC(=O)c1ccccc1)C(F)(F)F (configuration not stated) | 2% | -1% | -9% | 0.7% | -3% | i | -9% | 23µM* | 0%
Fc1ccc(CN2CCc3nc(Nc4ccccc4)ncc3C2)cc1F | nt | ? | -29% | 6.1% | 0% | i | -22% | nt | nt
CCCCn1c2ccc(F)cc2c2nnc(SCCN(CC)CC)nc21 | nt | -17% | -22% | 3.3% | -9% | i | -13% | 4% | nt
Cc1cccc(N2CCN(C3(c4ccccc4)C(=O)c4ccccc4C3=O)CC2C)c1 (configuration not stated) | nt | -5% | -26% | -0.2% | -8% | i | -13% | -7% | nt
COc1ccc2c(C)cc(SCC(=O)N(C)C3CCS(=O)(=O)C3)nc2c1 (configuration not stated) | -16% | 0% | -25% | -0.4% | -7% | i | 12% | 2% | -3%
CSCCC(NC(N)=O)C(=O)Nc1ccc(C)cc1 (configuration not stated) | 3% | 0% | -17% | -0.7% | 2% | i | -10% | 1% | 0%
CSc1sc(C(=O)O)c2c1C(=O)CCC2 | 4% | 7% | 27% | -0.8% | -3% | i | -1% | nt | 2%
CC(C)c1ccc(C(=O)NC2=NCCS2)cc1 | 2% | 8% | 2% | -2.0% | 1% | i | 29% | ? | 2%
O=C(c1cc(-c2ccc(O)cc2)on1)N1CCOCC1 | 8% | 6% | -6% | -0.4% | -11% | i | -18% | ? | 10%
CCOc1cc(N2CCOCC2)c(OCC)cc1NC(=O)c1ccc(NC(C)=O)cc1 | -2% | -22% | -8% | -0.2% | 4% | i | -35% | -17% | 3%
Cc1ccc(C)c(S(=O)(=O)n2nc(C)c(S(=O)(=O)N3CCCCCC3)c2C)c1 | nt | 0% | 5% | 0.4% | -1% | i | 11% | nt | nt
CCOC(=O)c1cc(=O)nc(N)s1 | 10% | -1% | -7% | 0.6% | nt | i | nt | nt | nt
CN(C)c1ccc(C(C(=O)NC2CCCC2)N(C(=O)c2ccco2)C2CC2)cc1 (configuration not stated) | -7% | 16% | 1% | -0.4% | 2% | i | -21% | -6% | -3%
Cc1ccc(C)c(NC(=O)c2ccc3nc(CCc4ccccc4)oc3c2)c1 | nt | 8% | -2% | 6.4% | 1% | i | 13% | nt | nt
Cc1nn(C(=O)c2cc3sccc3[nH]2)c(C)c1C | 4% | -2% | -16% | 9.3% | -3% | i | 73%[activator] | ? | 2%
CN(Cc1ccccc1)C(=O)Cn1nnc(-c2ccccc2)c1COc1ccc2ccccc2c1 | 1% | -15% | -36% | -0.4% | nt | i | -16% | nt | nt
Nc1cc(-c2ccc(Br)cc2)nn1S(=O)(=O)c1ccccc1 | 1% | 5% | 4% | 0.3% | -1% | i | -17% | 3% | 17%
COc1ccc2oc(C(=O)OCC(=O)NC(C)c3ccccc3)c(C)c2c1 (configuration not stated) | 0% | 0% | 0% | 0.9% | 5% | i | 2% | -15% | ?
COc1ccc(CNC(=O)C2CCCN(S(=O)(=O)c3cccc4nsnc34)C2)cc1 (configuration not stated) | 2% | ? | 17%&-20% | -0.1%&-0.8% | -1%&-3% | i | -6%&-5% | ? | 10%
CCCCNC(=O)C1(C)CCCCN1C(=O)c1ccc(C#N)cc1 (configuration not stated) | -2% | 7% | 0% | -0.1% | nt | i | 5% | nt | nt
CCOC(=O)C(/C=C(\C#N)C(=O)OCC)=C(/N)N1CCN(c2c(C)cccc2C)CC1 | -25%[57.1 µM] | 5% | -18% | -0.7% | -13% | i | -11% | 0% | -1%
CCOCc1nc(C)c(Cl)c(NS(=O)(=O)c2ccc(N)cc2)n1 | -2% | 1% | 1% | -1.5% | 7% | i | -7% | 4% | -5%
CS(=O)(=O)c1cccc(NC(=O)c2ccc(Cl)c(Cl)c2)c1 | 0% | -21% | -17% | 4.1% | -2% | i | -12% | -6% | 0%
